NadD inh: inhibitors of Staphylococcus aureus NadD; inhibition, % at 20 µM; purified NadD enzyme, colorimetric absorbance read-out; AID 602399; actives 0.78% (n = 360,000); in the data active = inhibition above about 26%; note: some compounds past the cut are filed as inactive
LMPTP block: blocks human LMPTP phosphatase. P24666. recombinant LMPTP-A, OMFP fluorogenic substrate, fluorescence intensity. inhibition, % at 20 µM. actives 0.22% (n = 360,000). AID 651560;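 active = compounds that cut the enzyme signal by at least half of the control window in the single-dose screen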;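 note: plate controls were DMSO wells with enzyme plus substrate for no effect and substrate without enzyme for full effect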
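Buffer or medium: Bis-Tris pH 6.0, DTT, detergent; Assay system: LMPTP-A enzyme; Quantity: 0.625 nM enzyme; Detection: endpoint fluorescence intensity; Times: 50 min dark incubation at room temperature; Controls: substrate-only low control, DMSO enzyme-plus-substrate high control; Doses: single 20 µM dose; Read-out: percent inhibition versus substrate-only and uninhibited controls; Reagent: 400 µM OMFP.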
STEP block: inhibitors of human striatal-enriched phosphatase STEP. P54829. recombinant STEP, OMFP fluorogenic substrate, fluorescence. inhibition, % at 20 µM. actives 0.25% (n = 360,000). AID 588621;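 active = inhibition at 20 µM, scaled per plate between control wells, above about 37%, limit read from the data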;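 note: 0% = DMSO with enzyme and substrate and 100% = substrate only without enzyme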
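Test system: STEP tyrosine phosphatase / Reagent: OMFP at 25 µM / Doses: 20 µM, 1% DMSO / Read-out: percent inhibition scaled to no-enzyme and uninhibited-enzyme controls, plate-pattern corrected / Detection: FITC-channel fluorescence of OMFP product / Medium: Bis-Tris buffer pH 6.0, 2.5 mM DTT, 0.005% Tween 20 / Schedule: 20 min at room temperature, dark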
DNMT1 block: DNMT1 (human) enzyme inhibition; P26358; DNMT1 molecular beacon, Hinp1I cleavage, fluorescence; inhibition (reported as % activation of signal), % at 10 µM; actives 0.83% (n = 360,000); AID 588458; in the data active = inhibition above about 50%
Target sequence (P26358 504-1616 limits assumed): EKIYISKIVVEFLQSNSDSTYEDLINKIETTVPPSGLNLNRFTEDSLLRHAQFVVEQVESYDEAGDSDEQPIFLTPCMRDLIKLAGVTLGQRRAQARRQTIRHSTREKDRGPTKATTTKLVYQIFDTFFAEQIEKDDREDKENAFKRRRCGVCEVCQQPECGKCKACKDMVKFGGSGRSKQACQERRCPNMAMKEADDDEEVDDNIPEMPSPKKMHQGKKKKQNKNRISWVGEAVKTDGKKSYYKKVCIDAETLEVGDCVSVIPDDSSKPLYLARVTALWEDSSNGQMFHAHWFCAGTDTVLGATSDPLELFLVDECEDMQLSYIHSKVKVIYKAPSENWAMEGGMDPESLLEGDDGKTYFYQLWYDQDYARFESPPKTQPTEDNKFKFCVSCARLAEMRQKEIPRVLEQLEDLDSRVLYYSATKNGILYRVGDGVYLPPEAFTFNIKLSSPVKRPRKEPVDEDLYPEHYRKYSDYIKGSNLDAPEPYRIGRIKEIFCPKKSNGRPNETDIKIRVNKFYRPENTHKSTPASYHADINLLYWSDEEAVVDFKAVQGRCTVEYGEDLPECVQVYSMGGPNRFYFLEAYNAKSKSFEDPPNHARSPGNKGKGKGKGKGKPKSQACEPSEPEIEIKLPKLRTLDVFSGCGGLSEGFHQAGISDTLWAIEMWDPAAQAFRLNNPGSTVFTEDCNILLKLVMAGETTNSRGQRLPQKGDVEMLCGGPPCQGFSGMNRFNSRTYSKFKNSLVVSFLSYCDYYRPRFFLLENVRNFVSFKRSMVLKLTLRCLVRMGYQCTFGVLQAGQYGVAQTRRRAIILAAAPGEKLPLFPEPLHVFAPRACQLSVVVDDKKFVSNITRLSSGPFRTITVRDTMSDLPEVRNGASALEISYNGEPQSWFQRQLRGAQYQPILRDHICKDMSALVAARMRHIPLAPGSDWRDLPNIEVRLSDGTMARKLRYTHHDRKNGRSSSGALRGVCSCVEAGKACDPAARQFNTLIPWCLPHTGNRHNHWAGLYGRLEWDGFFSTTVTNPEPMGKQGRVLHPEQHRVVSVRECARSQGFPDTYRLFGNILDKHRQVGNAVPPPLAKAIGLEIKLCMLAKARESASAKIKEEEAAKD
Neddylation inh: inhibitors of human cullin neddylation; actives 0.58% (n = 360,000); calls only at 25 µM; TR-FRET cullin neddylation, biochemical; in the data active = inhibition above about 36%
TbMetRS inhib: Trypanosoma brucei MetRS inhibition. purified T. brucei MetRS, ATP depletion, Kinase-Glo luminescence. inhibition, % at 11.9 µM. actives 0.4% (n = 360,000);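 active = inhibition above a per-plate cutoff of the control wells' mean inhibition plus 3 SD, cut at about 5.5% in these data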;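 note: 0% = DMSO wells median and 100% = median of wells with control inhibitor compound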
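Material: parasite MetRS enzyme / Replication: singlicate, one well per compound / Signal: luminescence of leftover ATP / Schedule: 2 h aminoacylation at 25 °C after 15 min preincubation / Medium: HEPES-MgCl2-KCl buffer plus DTT, spermine, BSA, pyrophosphatase / Doses: 11.9 µM single point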
CendR NRP1 mod: modulators of CendR peptide binding to human neuropilin-1; O14786; inhibition, % at 25 µM; actives 0.85% (n = 360,000); FAM-RPARPAR peptide binding to NRP-1, fluorescence polarization;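 active = inhibition or corrected inhibition above about 18%, plus a signal ratio from 0.5 to 1.5, limit read from the data, passing the limit was not always enough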; note: strong numbers were not always called active
SKN-1 block: blocks SKN-1 activity in C. elegans. C. elegans VP596 Pgst-4::GFP/RFP ratio, acrylamide-induced, 24 h. inhibition, % at 21.8 µM. actives 0.49% (n = 360,000);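 active = interference check ratio from 0.5 to 1.5 plus GFP to RFP signal ratio inhibition reaching or exceeding a fixed threshold, cut at about 30% in these data, passing the limit was not always enough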; note: some compounds called inactive have numbers as strong as hits
SUMO1 PPI mod: modulators of human SUMO1-mediated protein-protein interactions | P63165 | SUMO1 binding to a labelled peptide, TR-FRET, 1 h | inhibition, % at 20 µM | actives 0.33% (n = 360,000) | AID 602429; in the data active = inhibition above about 37%
Scp1 inh: inhibitors of human Scp-1 phosphatase | Recombinant Scp1, phosphopeptide, malachite green phosphate absorbance | inhibition, % at 20 µM | actives 0.88% (n = 340,000) | AID 493091;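 active = inhibition above about 50% at 20 µM, limit read from the data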;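 note: plate controls were DMSO wells with enzyme for no effect and wells lacking enzyme for full effect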
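Material: truncated SCP-1 phosphatase (76-261aa) / Buffer or medium: 50 mM Tris acetate pH 5.5, 0.005% Tween-20, 10 mM MgCl2 / Compound dosing: one concentration, 20 µM, with 1.0% DMSO / Incubation: 45 min room-temperature reaction, 5 min colour, 30 min stabiliser / Detection: colorimetric free-phosphate detection, absorbance 630 nm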
* marks the source's active call; other numbers are inactive results; i = inactive; / = no result given.

Values in the order – NadD inh | LMPTP block | STEP block | DNMT1 block | Neddylation inh | TbMetRS inhib | CendR NRP1 mod | SKN-1 block | SUMO1 PPI mod | Scp1 inh
O=C(COc1ccccc1Cl)c1ccc[nH]1
 : 4 | 7.0 | -1 | 31 | i | -0.6 | -5 | 19 | 8 | 1
O=C(NC1CCCCC1)c1ccccc1NC(=S)NC(=O)C1CCC1
 : -2 | -0.1 | 5 | 0 | i | -0.3 | 16 | 5 | 0 | -5
COc1ccc(N2CCN(C(=O)c3ccc(S(=O)(=O)N4CCCCCC4)cc3)CC2)cc1
 : 1 | 0.4 | 3 | 1 | i | -0.5 | -9 | 0 | 8 | -2
C=CCNC(=S)N1CCN(c2ccccc2Cl)CC1
 : -6 | 1.0 | 4 | 3 | i | 1.0 | -10 | 0 | 6 | -4
CC(C)(C)c1ccc(-c2nc(C#N)c(N3CCC(C(N)=O)CC3)o2)cc1
 : -8 | 0.6 | 0 | 4 | / | -1.8 | 0 | 7 | 2 | -3
Cc1csc(NS(=O)(=O)c2cccc([N+](=O)[O-])c2)n1
 : -2 | -0.5 | 1 | -3 | i | -0.2 | 10 | 10 | -20 | 1
CCOc1ccc(N2C(=O)CC(N(CCc3ccc(OC)cc3)C(=O)c3cccc(F)c3)C2=O)cc1 (centres undefined)
 : -6 | 0.7 | -1 | -1 | i | 0.0 | 10 | 21 | -2 | -7
CCOc1ccc(S(=O)(=O)Nc2cccc(C(=O)N(C)Cc3cccc(OC)c3OC)c2)cc1
 : -4 | 0.3 | 1 | -2 | i | -0.6 | 13 | 9 | 0 | -4
O=C(COC(=O)c1cncc(Br)c1)NC1CCCCCC1
 : -7 | -0.9 | 0 | -3 | i | -0.8 | -5 | -6 | -1 | -4
COc1ccc(Nc2cc(C)nc(N3CCN(C(=O)c4ccc5c(c4)OCO5)CC3)n2)cc1
 : 3 | 17 | 1 | -4 | i | -0.1 | -8 | 4 | 5 | 4

Four entries already listed, arranged by their value in Scp1 inh, lowest first:
| SMILES | Scp1 inh |
| --- | --- |
| C=CCNC(=S)N1CCN(c2ccccc2Cl)CC1 | -4 |
| COc1ccc(N2CCN(C(=O)c3ccc(S(=O)(=O)N4CCCCCC4)cc3)CC2)cc1 | -2 |
| Cc1csc(NS(=O)(=O)c2cccc([N+](=O)[O-])c2)n1 | 1 |
| COc1ccc(Nc2cc(C)nc(N3CCN(C(=O)c4ccc5c(c4)OCO5)CC3)n2)cc1 | 4 |

Next part
Values in the order – NadD inh | LMPTP block | STEP block | DNMT1 block | Neddylation inh | TbMetRS inhib | CendR NRP1 mod | SKN-1 block | SUMO1 PPI mod | Scp1 inh
CC(Cc1cccs1)NC(=S)Nc1ccc(Cl)c(Cl)c1 (centres undefined)
 : -4 | 1.9 | 0 | 5 | i | 0.3 | -12 | 8 | 0 | -10
O=C1COc2ccc(C(=O)C[n+]3cccc(O)c3)cc2N1
 : -1 | -0.5 | -2 | 2 | i | -0.7 | 9 | -3 | -1 | -4
Cc1c(Cl)c(C(F)F)nn1CC(=O)NC1C(=O)N2C(C(=O)O)=C(CSc3nnnn3C)CSC12 (centres undefined)
 : 4 | 0.7 | 7 | 27 | i | -0.4 | -13 | -5 | 13 | 68*
O=C(NCC1CCCO1)c1cccc(NC(=O)c2cccs2)c1 (centres undefined)
 : -4 | -1.1 | -3 | 2 | i | -0.6 | 1 | 8 | 4 | -3
CC(=O)c1ccc(NC(=S)N(Cc2ccccc2)C(C)C2CC2)cc1 (centres undefined)
 : -5 | 1.6 | -1 | -1 | i | 0.8 | 2 | -5 | 0 | 11
COc1ccc(N(CC(=O)NCCc2cccc(C)c2)S(=O)(=O)c2c(C)noc2C)cc1
 : 3 | 1.3 | -2 | -1 | i | -0.5 | 13 | 19 | 0 | -2
O=C(NCc1ccccn1)c1cn(-c2ccccc2)nc1-c1ccc(Cl)cc1
 : -2 | 0.4 | -2 | -5 | i | 1.1 | 0 | 2 | 11 | -4
CCC(CC)C(=O)c1c[nH]c(C(=O)NCc2ccccn2)c1
 : 4 | -0.4 | -1 | 2 | i | -0.2 | 0 | 2 | 4 | 0
COc1cc2c(cc1NC(=O)COC(=O)[C@@H](NC(=O)c1ccccc1)C(C)C)oc1ccccc12
 : -4 | 4.3 | 1 | -8 | i | 0.2 | -6 | 9 | -2 | -7
O=C1N/C(=C\c2ccc(O)cc2)C(O)=C1C=NCc1ccccc1
 : -3 | 0.8 | 0 | -8 | i | -0.2 | 0 | -3 | -17 | -5

Reprinted from the part before: 2 entries, then new ones.
Values in the order – NadD inh | LMPTP block | STEP block | DNMT1 block | Neddylation inh | TbMetRS inhib | CendR NRP1 mod | SKN-1 block | SUMO1 PPI mod | Scp1 inh
COc1cc2c(cc1NC(=O)COC(=O)[C@@H](NC(=O)c1ccccc1)C(C)C)oc1ccccc12
 : -4 | 4.3 | 1 | -8 | i | 0.2 | -6 | 9 | -2 | -7
O=C1N/C(=C\c2ccc(O)cc2)C(O)=C1C=NCc1ccccc1
 : -3 | 0.8 | 0 | -8 | i | -0.2 | 0 | -3 | -17 | -5
O=C(CCc1ccccc1)NNC(=O)Nc1ccc(Br)cc1
 : 0 | 1.8 | 2 | 0 | i | 0.7 | -4 | 17 | 9 | -4
COc1ccc(Nc2ncnc3sccc23)c(OC)c1
 : 11 | 7.3 | 0 | -7 | i | -0.7 | -9 | -9 | 3 | 3
CC(=O)C1C(c2ccc(OC(F)F)cc2)NC(=O)NC1(O)C(F)(F)F (centres undefined)
 : -3 | 0.4 | -1 | 4 | i | 0.5 | 6 | -9 | -1 | -9
CC(C)c1nccn1S(=O)(=O)c1cc([N+](=O)[O-])ccc1Cl
 : -3 | -0.8 | -2 | 5 | i | 0.1 | -7 | 9 | -15 | -5
COc1cc(CCC(=O)Nc2ccncc2Cl)cc(OC)c1OC
 : 1 | -0.3 | -1 | 0 | i | -0.3 | 11 | 3 | -5 | -4
CC(C)C[C@H](NC(=O)OC(C)(C)C)C(=O)N[C@@H](CO)[C@H](O)[C@@H]1C[C@@H]1C(=O)N1CCCC1
 : 4 | -0.1 | -2 | 5 | i | -0.3 | 3 | 18 | 3 | 0
CC(=O)N1CCc2cc(S(=O)(=O)NCCC(=O)NC3CCCCCC3)ccc21
 : -5 | -0.8 | -1 | -5 | i | -0.5 | 0 | 13 | 10 | -7
CC(C)(C)NC(=O)C(c1ccncc1)N(C(=O)Cn1nnc(-c2cccs2)n1)C1CCCCC1 (centres undefined)
 : -2 | -2.3 | 0 | -1 | i | -0.5 | 18 | 4 | -1 | -2
COc1ccc(C)cc1NC(=O)CSc1nc(=O)n(CCCN2CCOCC2)c2c1CCCC2
 : 0 | 0.4 | 1 | 4 | i | -0.3 | -7 | 7 | 5 | -2
COc1ccc(N2C[C@H](CSC)[C@@H](CC(=O)Nc3ccc(Br)cc3)C2=O)cc1
 : 0 | 0.6 | 1 | -5 | i | 19* | -10 | 10 | 3 | /
CCCCc1nc2n[nH]c(N)c2c2c1CCC2
 : 3 | 0.4 | 1 | -3 | i | -0.6 | 9 | -12 | 0 | -4
Cc1ccc(NC(=O)NC(=O)N(C(C)C)S(=O)(=O)c2ccc(C)cc2)cc1
 : -6 | -1.6 | -1 | 2 | i | 0.5 | 2 | -4 | 3 | 2
C[C@H](CO)N1C[C@H](C)[C@@H](CN(C)S(=O)(=O)c2ccc(F)cc2)Oc2ccc(NC(=O)Cc3cn(C)c4ccccc34)cc2C1=O
 : -1 | 3.2 | 17 | -7 | i | -0.4 | -1 | 12 | -2 | 14
O=C(c1cc(-c2ccc(F)cc2)on1)N1CCCC1
 : -2 | -0.1 | 0 | 4 | i | -0.5 | 1 | 18 | -4 | -1
Cc1ccccc1NC(=O)C(=O)NC(C)CCc1ccccc1 (centres undefined)
 : 0 | -1.0 | -2 | 2 | i | -0.8 | 7 | -5 | 1 | -5
CCc1ccc(CN2CC(C(=O)O)CC2=O)cc1 (centres undefined)
 : 3 | -0.7 | -2 | -1 | i | -1.2 | -7 | -5 | 0 | -4
CCc1nc2ccc(C(=O)NCCCN3CCCC3=O)cn2c1N(C)CCC(C)C
 : 4 | -0.7 | 1 | 0 | i | -0.2 | 1 | 19 | 1 | /
CCCCN(C(=O)C1CC(=O)N(c2ccc3c(c2)OCCO3)C1)c1c(N)n(CCCC)c(=O)[nH]c1=O (centres undefined)
 : -1 | -1.2 | -1 | 4 | i | -0.6 | 11 | 4 | -2 | -4
COc1ccc(CCNC(=O)CN(C)S(=O)(=O)c2cccs2)cc1OC
 : -5 | -1.5 | -2 | 1 | i | -0.8 | 2 | -18 | 5 | -2
CCOc1ccc(OCCC(=O)OCC(=O)Nc2ccc(C)c(S(=O)(=O)N3CCCCC3)c2)cc1
 : -1 | 4.4 | 1 | 2 | i | -0.1 | 11 | 5 | -2 | 1
O=C(NC(=S)N1CCN(Cc2ccccc2)CC1)c1cccnc1
 : 0 | 0.4 | -8 | -1 | i | -0.5 | 11 | -3 | 2 | -7
O=c1[nH]c2ccccc2c(O)c1SCCO
 : 3 | -1.5 | 2 | 4 | i | -0.3 | 0 | 4 | 1 | 2
COc1ccc(C2CC(c3ccccc3)=NN2C(=O)COC(=O)C2(C)CC2(Cl)Cl)cc1 (centres undefined)
 : -6 | 4.8 | 0 | -3 | i | -1.1 | 1 | 10 | 0 | -7
Cc1ccc(-c2nc3cccnc3o2)cc1NC(=O)COc1ccc(Cl)cc1C
 : -4 | 1.8 | 5 | 73* | i | -0.9 | 3 | -14 | 19 | 3
Cc1ccccc1-c1nc(CN2CCN(C(=O)c3ccco3)CC2)c(C)o1
 : -4 | -0.3 | -5 | -1 | i | -0.5 | -2 | -6 | 7 | -2

Source: PubChem BioAssay (several laboratories)
